Cardio protect: protects H9c2 cardiomyocytes from peroxide injury | H2O2 injury protection, ATPLite, 2 h | protection from H2O2 cell death, % at 20 µM | 0.63% of 360,000 active;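 active = compounds giving at least 50% protection of heart cells from peroxide-induced death in the single-dose screen, raw or plate-pattern-corrected value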;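 note: 0% = DMSO wells with peroxide and 100% = DMSO wells without peroxide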
ABCB6 inh MLPCN: blocks the human ABCB6 transporter. fluorescence ratio to DMSO, % at 10 µM. AID 602162. K562-ABCB6 porphyrin accumulation, flow cytometry, 1 h; stronger effect = lower value. 0.19% of 360,000 active. Q9NP58;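 active = fluorescence ratio to DMSO below 75%, the collection mean minus 3 SD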;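 note: signal is porphyrin accumulated inside mitochondria; 100% equals median channel fluorescence of DMSO control wells; lower ratio means ABCB6 inhibition with less porphyrin fluorescence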
m5-HT2A agonist: agonists of mouse serotonin 5-HT2A receptor (HTR2A); P35363; 0.66% of 360,000 active; activation, % at 7.6 µM; CHO-K1 mHTR2A beta-arrestin complementation, luminescence; percent of 30 µM serotonin response;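 active = activation above a run cutoff, the mean activation of all tested compounds plus 3 SD, cut at about 14% in these data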;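 note: 0% = plate median of compound wells and 100% = 30 µM serotonin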
Target sequence (P35363 whole entry, looked up): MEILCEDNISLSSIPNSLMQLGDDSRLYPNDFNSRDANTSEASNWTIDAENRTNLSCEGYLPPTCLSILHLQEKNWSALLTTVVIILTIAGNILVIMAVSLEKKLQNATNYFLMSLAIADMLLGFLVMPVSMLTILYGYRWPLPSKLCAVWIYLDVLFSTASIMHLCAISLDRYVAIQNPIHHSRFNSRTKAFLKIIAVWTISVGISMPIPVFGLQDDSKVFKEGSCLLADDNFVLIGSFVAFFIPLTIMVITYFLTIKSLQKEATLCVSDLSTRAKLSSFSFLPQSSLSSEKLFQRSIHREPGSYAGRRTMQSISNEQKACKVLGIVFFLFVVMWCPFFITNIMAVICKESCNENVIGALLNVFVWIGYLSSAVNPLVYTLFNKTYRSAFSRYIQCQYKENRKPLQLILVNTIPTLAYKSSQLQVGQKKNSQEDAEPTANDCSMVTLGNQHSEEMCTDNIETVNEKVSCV
CaV13 ICDI inh: Primary screen for inhibitors of IQ motif and Ca2+-dependent inactivation inhibitor domain binding in CACNA1D, Förster resonance energy transfer in living cells, …. 0.098% of 340,000 active. inhibition, % at 12.3 µM. HEK cells, CFP/YFP FRET ICDI-IQ, plate reader, 10 min; percent FRET-ratio fall versus neutral wells;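 active = mean replicate inhibition of at least 30% and at least 1% of replicates passing that level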;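 note: 0% = median of the neutral control wells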
Glyco luc inh: N-linked glycosylation inhibition; D54 ERlucT glycosylation luciferase reporter, 24 h; percent of 100 nM tunicamycin response; reporter increase, % at 12.5 µM; 0.23% of 360,000 active; AID 588692;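 active = mean luciferase reporter signal, scaled so untreated is 0 and the glycosylation-blocking control 100, at or above a set limit in every replicate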;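 note: luciferase carries N-glycosylation sites so blocking glycosylation raises the light; 0% = median of neutral control wells and 100% = median of 100 nM tunicamycin wells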
MC4R antag cAMP: human MC4R antagonism in cAMP assay; P32245; 0.48% of 360,000 active; MC4R-expressing cells, MTII-stimulated cAMP, LANCE TR-FRET; AID 540295; inhibition, % at 6.5 µM;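 active = inhibition above its plate's cutoff, the mean of tested wells on that plate plus 3 SD, cut at about 29% in these data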;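 note: 0% = Melanotan II alone and 100% = Melanotan II plus saturating MCL0020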
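Assay system: U2OS cells stably expressing human melanocortin 4 receptor (MC4R) / Dosing: 6.5 µM / Timing: compound 30 min, challenge 1 h, detection 1 h / Measured by: Eu-cAMP/anti-cAMP TR-FRET, emission 671 nm / Replicates: singlicate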
ABHD5-PLIN5 inh: ABHD5-PLIN5 protein interaction inhibition. AID 602281. 0.78% of 360,000 active. inhibition, % at 4 µM. Split G. princeps luciferase complementation, luminescence, 4 h;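 active = inhibition above the mean inhibition across every tested compound plus 3 SD, cut at about 22% in these data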;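 note: 0% = DMSO only wells and the 100% control is not disclosed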
PDI inh: blocks human protein disulfide isomerase activity; P07237; PDI insulin aggregation turbidity, A650, 90 min; inhibition, % at 10 µM; 0.052% of 350,000 active; AID 588391;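 active = mean inhibition across replicates of 30% or more, whatever share of single replicates reach that level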;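 note: absorbance from insulin aggregation driven by PDI reduction with DTT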
Target sequence (P07237 whole entry, looked up): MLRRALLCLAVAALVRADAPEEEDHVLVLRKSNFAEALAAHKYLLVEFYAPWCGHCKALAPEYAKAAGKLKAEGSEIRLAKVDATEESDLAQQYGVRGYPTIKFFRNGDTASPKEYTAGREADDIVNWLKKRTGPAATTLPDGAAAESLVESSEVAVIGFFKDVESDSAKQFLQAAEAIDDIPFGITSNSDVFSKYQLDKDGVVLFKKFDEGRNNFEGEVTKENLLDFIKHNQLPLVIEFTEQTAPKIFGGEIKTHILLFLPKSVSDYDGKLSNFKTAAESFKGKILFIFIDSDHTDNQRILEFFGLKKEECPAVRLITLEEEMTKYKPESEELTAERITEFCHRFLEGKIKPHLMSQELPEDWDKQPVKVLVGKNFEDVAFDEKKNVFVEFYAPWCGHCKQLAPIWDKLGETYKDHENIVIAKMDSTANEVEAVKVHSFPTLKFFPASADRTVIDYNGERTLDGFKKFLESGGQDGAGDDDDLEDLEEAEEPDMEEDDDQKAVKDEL
Granule exo inh: blocks lytic granule exocytosis | TALL-104 LAMP-1 surface exposure, flow cytometry; cells stimulated with thapsigargin and PMA | inhibition, % at 10 µM | 0.66% of 360,000 active;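 active = inhibition above about 55%, limit read from the data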
MC4R barr agon: activates human MC4R beta-arrestin recruitment. activation, % at 8.9 µM. 0.98% of 360,000 active. U2OS MC4R beta-arrestin complementation, luminescence; percent of melanotan II response, DMSO zero. AID 540308;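 active = activation above a per-plate cutoff, the mean activation of sample wells on that plate plus 3 SD, cut at about 8% in these data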
An asterisk follows results filed as active; . = not tested or not shown; & = joins results of further samples.

#	SMILES	MC4R barr agon	CaV13 ICDI inh	Glyco luc inh	MC4R antag cAMP	ABCB6 inh MLPCN
1	c1ccc(CNc2c(-c3cccc(SC4CCCCC4)c3)nc3ccccn23)cc1	0.9	-14	-14	16	93&96
2	O=C1NCCOC(=O)[C@@H](Cc2ccc(F)cc2)CC/C=C/C[C@@H]1CC(=O)N(CCO)Cc1ccccc1	-0.9	-5	-1	4	98
3	Oc1ccccc1CNCCCN1CCOCC1	-0.4	-6	0	-1	92
4	O=[N+]([O-])c1ccc(S(=O)(=O)N2CCN(C3CCN(Cc4ccccc4)CC3)CC2)cc1	0.1	-5	-1	9	96
5	CC(=O)c1c(C)[nH]c(C(=O)N2CCCCCC2)c1C	0.2	-4	1	10	97
6	CCOc1ccc(N(CC(=O)Nc2cccc(Cl)c2)S(=O)(=O)c2c(C)noc2C)cc1	0.3	2	-3	5	90
7	CCN1CCN(CC(=O)Nc2c(OC)cccc2OC)CC1	-1.1	-3	1	11	98
8	CN(C)C(=O)c1cc(C(=O)c2ccc(F)cc2C(F)(F)F)c[nH]1	-0.4	-4	-1	-2	97
9	COc1ccc(/C(C)=N\NC(=O)C(c2ccncc2)N2CCOCC2)cc1 (centres undefined)	-0.9	-4	-1	4	99
10	O=C(/C=C/NNC(=O)c1cccc(Br)c1)c1cccc(Br)c1	0.2	.	3	2	97

#	ABHD5-PLIN5 inh	Cardio protect	m5-HT2A agonist	Granule exo inh	PDI inh
1	-15&-10	-17	-6&-3	8&11	14
2	-1	3	-1	-6	1
3	9	6	0	2	-2
4	-2	-2	-5	35	-12
5	2	8	7	2	0
6	4	-10	1	1	3
7	-4	4	6	-6	-4
8	5	-12	-1	-1	6
9	-1	2	1	-1	3
10	3	19	-9	-2	3

The list continues.
#	SMILES	MC4R barr agon	CaV13 ICDI inh	Glyco luc inh	MC4R antag cAMP	ABCB6 inh MLPCN
11	COCCn1cnnc1SCC(=O)Nc1cccc(S(=O)(=O)N2CCCCCC2)c1	-0.6	-6	1	22	100
12	COC(=O)C(Cc1c[nH]c2ccccc12)NC(C)=O (centres undefined)	-1.1	-5	-1	2	97
13	COCCn1nnnc1CN1CCC(NC(=O)c2ccc(Br)cc2)CC1	-1.5	.	1	5	94
14	Cc1cccc(C(=O)NC(C(=O)Nc2cccc(S(=O)(=O)N3CCCC3)c2)C(C)C)c1 (centres undefined)	-1.4	-2	1	7	97
15	Cc1cc(Nc2ccc(Br)c(C)c2)n2nc(C)nc2n1	1.0	-11	1	-6	106
16	O=C1C(=O)N(Cc2cccnc2)C(c2ccc(Br)cc2)/C1=C(\O)c1ccc2c(c1)OCCO2 (centres undefined)	-2.9	-3	2	14	99
17	CCOC(=O)C1=CN(Cc2cccc(F)c2)S(=O)(=O)NC1c1ccccc1 (centres undefined)	-2.6	-5	-1	2	100
18	CC1CC(C)(C)NC(=S)N1CCC(=O)Nc1ccc2c(c1)OCCO2 (centres undefined)	-1.4	-2	2	-1	93
19	CC(=O)NC(CCS(C)(=O)=O)C(=O)Nc1ccc2c(c1)OCCO2 (centres undefined)	-0.4	-8	0	-3	96
20	COc1ccc(-c2ccc(N)[n+](CCCC(=O)O)n2)cc1	-0.4	-5	2	0	80

#	ABHD5-PLIN5 inh	Cardio protect	m5-HT2A agonist	Granule exo inh	PDI inh
11	1	-3	-1	4	5
12	3	-1	6	-4	-1
13	-2	11	4	-2	-5
14	-6	2	-3	9	-14
15	-5	-8	6	-2	.
16	-9	-2	14	0	29
17	-5	-3	-3	-1	-2
18	-1	69*	10	-3	-11
19	-1	12	-3	0	7
20	5	11	2	-7	0

Other results.
#	SMILES	MC4R barr agon	CaV13 ICDI inh	Glyco luc inh	MC4R antag cAMP	ABCB6 inh MLPCN
21	CCOC(=O)Cn1cnc2c(nnn2-c2cccc(OC)c2)c1=O	-1.9	-7	1	0	101
22	CC(C)C[C@@H](CN1CCCC1CN1C(=S)NC[C@@H]1Cc1ccccc1)N1C[C@H](Cc2ccc(O)cc2)N(CC2CCCCC2)C1=S (some centres undefined)	.	-8	.	.	90
23	O=C(CNC1CCCCCC1)Nc1ccccc1N1CCCCC1	0.4	-6	-5	7	91
24	Oc1ccc(-n2cccc2/C=N/n2cnnc2)cc1	1.6	-9	2	2	97
25	Cc1ccc(-n2nnc3c(=O)n(Cc4ccccn4)cnc32)cc1C	-1.3	2	3	15	95
26	CSc1cccc(NC(=O)CCCOc2ccc(Cl)cc2Cl)c1	-1.3	-3	2	5	88
27	COc1ccc(C(=O)Nc2nnc(C(F)(F)F)s2)cc1	1.2	.	-1	10	97
28	Cc1ccccc1NC(=O)CSc1nc2c(c(-c3ccco3)c1C#N)CCCC2	-0.2	-7	1	8	96
29	COc1ccc(NC(=O)C(CC(C)C)NC(=O)c2ccccc2C)cn1 (centres undefined)	0.1	-6	-1	3	88
30	CCCCNC(=O)c1cc(C)nn1-c1ccccc1	-2.6	-15	1	2	111

#	ABHD5-PLIN5 inh	Cardio protect	m5-HT2A agonist	Granule exo inh	PDI inh
21	-2	7	1	2	12
22	-5	.	0	20	.
23	8	-13	3	8	-4
24	0	-2	4	0	4
25	-1	-7	1	-1	5
26	0	-8	3	-1	10
27	-4	-6	1	5	-5
28	-3	1	-1	4	2
29	1	8	2	-2	-2
30	-2	6	3	-4	9

Remaining list, next part
#	SMILES	MC4R barr agon	CaV13 ICDI inh	Glyco luc inh	MC4R antag cAMP	ABCB6 inh MLPCN
31	CC(C)(C)NC(=O)C(c1ccccc1)N(Cc1ccco1)C(=O)c1csnn1 (centres undefined)	-1.4	-5	-1	6	97
32	CC(=O)c1c(OC(=O)c2ccccc2)ccnc1C(F)(F)F	-0.9	-14	2	1	89
33	COC(=O)c1cc(Cl)c(NC(=O)c2cc(OC)c(OC)c(OC)c2)cc1OC	-1.6	-5	1	-2	103
34	O=C1N=c2ccccc2=C1c1sc(NS(=O)(=O)Cc2ccccc2)nc1O	2.2	5	0	18	101
35	O=C(NC(=S)Nc1cccc(Cl)c1N1CCCCC1)c1cccs1	0.7	-8	-2	-3	95
36	Cc1nc2ccccc2nc(C)c1=NOCc1ccc(Cl)cc1Cl	7.5	-8	4	2	101
37	COc1ccc(Nc2ccc3c(c2)=NC2(CCCCC2)[N+]=3[O-])cc1	-3.9	.	-15	-24	102
38	CCN(C(=O)CN1CCN(c2ccccc2OC)CC1)c1c(N)n(Cc2ccccc2)c(=O)[nH]c1=O	0.4	-4	1	3	92
39	O=C(COC(=O)C1CC2CCCC(C1)C2=O)NNC(=O)c1ccccc1Br (centres undefined)	-0.3	-5	2	-3	97
40	CC1=NN(c2ccc([N+](=O)[O-])cc2)C(=O)/C1=C\N(C)C	-3.0	-5	2	-4	93

#	ABHD5-PLIN5 inh	Cardio protect	m5-HT2A agonist	Granule exo inh	PDI inh
31	1	2	4	0	-5
32	-4	-2	-1	-1	-5
33	4	0	-3	6	4
34	0	-12	1	-4	-3
35	-10	-22	5	2	12
36	-2	-11	1	-10	8
37	-7	-4	-5	14	-26
38	2	-3	5	1	7
39	1	2	4	0	-19
40	2	-6	6	0	3

Entries shown so far containing bromine (five):
#	SMILES	MC4R barr agon	CaV13 ICDI inh	Glyco luc inh	MC4R antag cAMP	ABCB6 inh MLPCN
10	O=C(/C=C/NNC(=O)c1cccc(Br)c1)c1cccc(Br)c1	0.2	.	3	2	97
13	COCCn1nnnc1CN1CCC(NC(=O)c2ccc(Br)cc2)CC1	-1.5	.	1	5	94
15	Cc1cc(Nc2ccc(Br)c(C)c2)n2nc(C)nc2n1	1.0	-11	1	-6	106
16	O=C1C(=O)N(Cc2cccnc2)C(c2ccc(Br)cc2)/C1=C(\O)c1ccc2c(c1)OCCO2 (centres undefined)	-2.9	-3	2	14	99
39	O=C(COC(=O)C1CC2CCCC(C1)C2=O)NNC(=O)c1ccccc1Br (centres undefined)	-0.3	-5	2	-3	97

#	ABHD5-PLIN5 inh	Cardio protect	m5-HT2A agonist	Granule exo inh	PDI inh
10	3	19	-9	-2	3
13	-2	11	4	-2	-5
15	-5	-8	6	-2	.
16	-9	-2	14	0	29
39	1	2	4	0	-19

Returning to the listing, repeating the 2 entries before the break.
#	SMILES	MC4R barr agon	CaV13 ICDI inh	Glyco luc inh	MC4R antag cAMP	ABCB6 inh MLPCN
39	O=C(COC(=O)C1CC2CCCC(C1)C2=O)NNC(=O)c1ccccc1Br (centres undefined)	-0.3	-5	2	-3	97
40	CC1=NN(c2ccc([N+](=O)[O-])cc2)C(=O)/C1=C\N(C)C	-3.0	-5	2	-4	93
41	COc1cc2c(cc1OC)C(C)N(C(=O)c1cc3n(n1)C(C(F)(F)F)CC(c1ccco1)N3)CC2 (centres undefined)	-0.3	.	-2	-10	.
42	CCCCCC(=O)NC(=S)Nc1ccc(Br)cc1C	-2.3	-1	-4	-7	89
43	FC(F)Oc1ccc(-c2c[n+]3c(n2-c2ccccc2)CCCCC3)cc1	-1.1	-3	3	5	95
44	COc1cccc(CNC(=O)CN2CCC(c3nc4ccc(C)cc4[nH]3)CC2)c1	-2.3	3	3	-7	104
45	CC1CCc2cc(F)ccc2N1C(=O)CN1C(=O)c2ccccc2C1=O (centres undefined)	-0.7	-4	-1	-7	95
46	COc1ccc(OCCN2CCC(C(=O)NC(c3ccccc3)c3ccc4ccccc4n3)CC2)cc1 (centres undefined)	-0.4	.	-1	-2	93
47	COc1ccc(-n2ncc3c(=O)n(Cc4c(F)cccc4Cl)cnc32)cc1	-1.4	.	-4	0	98
48	C=CCn1c(SCC(=O)O)nnc1-c1ccccc1	2.2	-4	2	10	101

#	ABHD5-PLIN5 inh	Cardio protect	m5-HT2A agonist	Granule exo inh	PDI inh
39	1	2	4	0	-19
40	2	-6	6	0	3
41	1	20	-4	2	7
42	-1	-5	-1	-8	1
43	-3	-13	0	-7	6
44	3	10	0	-2	-7
45	-3	0	-6	-1	20
46	3	21	-6	13	-1
47	9	-10	0	0	1
48	8	-1	2	0	-2
